V1R ag counter: counter-screen for oxytocin receptor agonists: human V1a receptor agonists; P37288; CHO-V1R cells, Fluo-8 calcium fluorescence, agonist mode; 0% DMSO, 100% 3 nM vasopressin; activation, % at 3 µM; 320,000 tested, 0.25% active; AID 2797;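 active = activation above the mean activation of all tested compounds plus 3 SD, per screening run, cut at about 20% in these data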;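 also: signal is peak over basal fluorescence ratio across a 100 second FLIPR read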
CHRM1 PAM: positive allosteric modulators of human M1 muscarinic receptor | 360,000 tested, 0.088% active | P11229 | CHO-K1 hM1, Fluo-8 calcium fluorescence, ACh EC20; 0% = ACh EC20, 100% = maximal ACh | activation, % at 3 µM; in the data active = activation above about 19%, passing the limit was not always enough
Target sequence (P11229 whole entry, looked up): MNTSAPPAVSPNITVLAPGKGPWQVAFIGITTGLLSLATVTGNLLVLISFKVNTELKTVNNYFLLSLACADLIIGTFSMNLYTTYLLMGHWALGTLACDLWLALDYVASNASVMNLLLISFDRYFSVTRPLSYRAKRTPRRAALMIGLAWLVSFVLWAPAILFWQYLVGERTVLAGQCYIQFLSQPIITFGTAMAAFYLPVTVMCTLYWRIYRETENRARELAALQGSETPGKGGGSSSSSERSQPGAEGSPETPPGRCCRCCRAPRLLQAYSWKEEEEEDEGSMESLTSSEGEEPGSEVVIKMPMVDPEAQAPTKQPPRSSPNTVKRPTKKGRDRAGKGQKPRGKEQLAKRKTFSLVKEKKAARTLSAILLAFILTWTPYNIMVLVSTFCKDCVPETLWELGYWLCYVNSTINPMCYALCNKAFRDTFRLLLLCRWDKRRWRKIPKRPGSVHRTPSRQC
TAAR1 agonist: human TAAR1 agonism | CHO RD-HGA16 TAAR1, Fluo-8 calcium fluorescence; vehicle wells 0%, saturating PEA agonist 100% | AID 624467 | 360,000 tested, 0.99% active | activation, % at 3 µM;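 active = activation above the mean activation of all test compounds in the run plus 3 SD, cut at about 38% in these data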
Target sequence (Q96RJ0 whole entry, looked up): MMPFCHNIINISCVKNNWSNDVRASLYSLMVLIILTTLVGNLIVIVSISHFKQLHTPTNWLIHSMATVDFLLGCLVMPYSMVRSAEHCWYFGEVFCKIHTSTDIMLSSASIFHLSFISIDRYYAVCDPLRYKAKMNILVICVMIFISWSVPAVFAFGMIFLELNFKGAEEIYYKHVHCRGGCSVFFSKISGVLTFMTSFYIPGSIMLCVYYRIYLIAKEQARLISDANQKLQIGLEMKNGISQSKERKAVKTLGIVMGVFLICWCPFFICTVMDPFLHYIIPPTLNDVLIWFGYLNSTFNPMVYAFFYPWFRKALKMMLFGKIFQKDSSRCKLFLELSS
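Benchmarks: low control DMSO, high control PEA (EC100); System: CHO RD-HGA16 cells carrying human TAAR1 plus Gα16; Detection: Fluo-8 fluorescence, 5 s baseline then 140 s kinetic read; Schedule: 17-24 h plating, Fluo-8 75 min 37 °C, 30 min RT; Read-out basis: % activation from peak over basal fluorescence ratio, DMSO-to-PEA scaled.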
CHRM1 antagonist: human CHRM1 antagonism | P11229 | inhibition, % at 3 µM | CHO-K1 hM1, Fluo-8 calcium fluorescence, ACh EC80 antagonist | 360,000 tested, 1.3% active | AID 588852;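 active = percent inhibition above its own plate's cutoff, namely the mean of that plate's compound wells plus 3 SD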;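 also: peak over basal fluorescence ratio during 140 s after agonist addition; 0% = ACh EC80 plus DMSO and 100% = DMSO alone without agonist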
OXTR ag: activates the human oxytocin receptor; 320,000 tested, 0.32% active; P30559; activation, % at 3 µM; CHO-OTR cells, Fluo-8 calcium fluorescence; normalized: DMSO 0%, oxytocin 100%;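 active = activation above the mean of all tested compounds plus 3 SD, cutoff set per screening run, cut at about 20% in these data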;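 also: peak over basal fluorescence ratio from a 100 s FLIPR kinetic read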
OXTR potentiator: potentiators of human oxytocin receptor; P30559; CHO-OTR cells, Fluo-8 calcium fluorescence, potentiator mode; 0% = oxytocin EC15, 100% = EC100; activation, % at 3 µM; 320,000 tested, 0.061% active; AID 2445;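 active = activation above that plate's cutoff, the mean activation of tested compounds plus 3 SD, cut at about 6.6% in these data, passing the limit was not always enough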;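 also: 100% uses oxytocin at 75 nM as the full agonist control; some results filed as inactive read as strong as hits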
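Dosing: Single dose, 3.0 µM nominal final compound concentration | Material: Human OTR in CHO cells | Technique: Kinetic Fluo-8 calcium fluorescence | Benchmarks: EC15 oxytocin alone as 0%, 75 nM oxytocin as 100% | Probe or stimulus: Oxytocin at about EC15, sub-maximal agonist stimulus | Incubation: Compound 6 min at room temperature before oxytocin, 100 s read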
TAAR1 antag: antagonists of human TAAR1; 360,000 tested, 1.5% active; CHO RD-HGA16 TAAR1, Fluo-8 calcium fluorescence, antagonist; Q96RJ0; inhibition, % at 3 µM;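 active = inhibition above a per-plate cutoff, the mean inhibition of test compounds on that plate plus 3 SD, cut at about 49% in these data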;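 also: 0% = DMSO plus EC80 beta-PEA response and 100% = DMSO alone without agonist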
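Material: CHO RD-HGA16 cells bearing hTAAR1; compound dosing: one-point dosing, 3 µM nominal final; schedule: dye loading 75 min at 37 °C, then 30 min room temperature; measured by: calcium fluorescence with Fluo-8; control set: vehicle and agonist controls; replication: n of 1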
CHO parental Ca: counter-screen: ATP calcium response change in parental CHO cells; inhibition, % at 5.6 µM; parental CHO-K1, ATP-induced calcium, Fluo-8 fluorescence; 330,000 tested, 0.63% active;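 active = inhibition above that plate's mean sample inhibition plus 3 SD, cut at about 26% in these data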;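 also: 0% = ATP-challenged DMSO wells and 100% = DMSO wells without ATP; some compounds past the cut are filed as inactive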
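Material – parental CHO cells · Reagent – ATP stimulus · Compound – single nominal dose of 5.6 µM per compound · Detection – Fluo-8 fluorescence · Read-out basis – percent inhibition of calcium signal · Controls – ATP-challenged DMSO wells low, unchallenged DMSO wells high · Repeats – no replicates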
M1 ag: human M1 muscarinic receptor agonism | P11229 | activation, % at 3 µM | CHO-K1 hM1, Fluo-8 calcium fluorescence, agonist mode; 0% DMSO, 100% acetylcholine EC100 | 360,000 tested, 0.33% active;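 active = activation above the run's mean compound activation plus 3 SD, cut at about 16% in these data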;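 also: peak over basal fluorescence ratio within a 140 s kinetic read after compound addition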
* marks the source's active call; other numbers are inactive results; / = not tested or not shown.

nr	Compound	OXTR ag	TAAR1 antag	CHRM1 antagonist	OXTR potentiator	TAAR1 agonist	CHRM1 PAM	M1 ag	CHO parental Ca	V1R ag counter
1	O=C(CCc1ccccc1)Nc1cccc([N+](=O)[O-])c1	-1.0	-5	-6	-9	13	4	-7	9	0.1
2	CCOC(=O)c1cc(CC)sc1NC(=O)c1cccc(N2C(=O)CCC2=O)c1	-1.3	-6	-1	-4	0	1	-3	-12	1.0
3	CCOc1ccccc1N=Nc1c(C)[nH]n(C(N)=S)c1=O	-1.9	3	-6	-9	13	-1	-3	-7	-0.5
4	Cn1c(=O)oc2cc(S(=O)(=O)NCCC(=O)NCc3ccccc3Cl)ccc21	0.5	-14	10	-5	4	0	-4	-16	0.8
5	COc1ccc(C2=NOC(Cn3nc(-c4ccccc4)cc3C(=O)NCc3cccs3)C2)cc1 (stereo not given)	2.0	42	7	-4	12	0	-1	4	3.6
6	Nc1ccccc1SC1CC(=O)N(Cc2ccccc2)C1=O (stereo not given)	-0.6	-2	3	-4	2	2	-8	-23	0.2
7	Cc1ccc(NC(=O)COC(=O)c2ccc(-n3nc(C)cc3C)cc2)c(F)c1	5.1	-5	1	-10	0	-5	-6	2	6.7
8	Cc1cc2ccccc2n1CCNC(=O)c1ccc(S(=O)(=O)N2CCCCC2)cc1	0.5	-5	-8	-4	0	1	-6	-8	0.4

Following part.
nr	Compound	OXTR ag	TAAR1 antag	CHRM1 antagonist	OXTR potentiator	TAAR1 agonist	CHRM1 PAM	M1 ag	CHO parental Ca	V1R ag counter
9	O=C(Cn1cnc2c(cnn2-c2ccccc2)c1=O)NCc1ccccc1	1.1	5	-10	-8	5	8	0	2	1.0
10	CC(C)CC1=NN(C(=O)c2ccncc2)C(O)(C(F)(F)F)C1 (stereo not given)	-0.1	-25	-11	-6	1	9	-4	-2	-0.1
11	Cc1nn(-c2ccccc2)c(C)c1CNC(=O)c1ccc(S(=O)(=O)NCc2ccco2)cc1	0.5	0	-3	-9	-1	5	-3	-9	0.5
12	O=C(NCc1cccc(C(F)(F)F)c1)c1c[nH]c(=O)s1	/	8	-29	/	0	23	4	/	/
13	Cc1ccc(C)c2[nH]c(=O)c(C(c3nnnn3C(C)(C)C)N3CC=C(c4ccc(F)cc4)CC3)cc12 (stereo not given)	/	-8	1	/	0	-1	-7	/	/
14	CCO[C@H]1OC(C(=O)NCc2ccccc2)=C[C@@H](c2ccc(C(F)(F)F)cc2)[C@@H]1CCCO	-0.7	10	-3	-6	5	3	-3	-12	0.8
15	Cc1ccc(-n2c(=S)[nH]c3sc4c(c3c2=O)CCC4)cc1	-1.9	7	-8	0	9	4	0	-8	0.1
16	Cc1cc(C)c(S(=O)(=O)/N=C2\C=C(NS(=O)(=O)c3ccccc3)C(=O)c3ccccc32)c(C)c1	-0.9	-13	12	-10	-1	-1	-2	-8	0.7

Next section
nr	Compound	OXTR ag	TAAR1 antag	CHRM1 antagonist	OXTR potentiator	TAAR1 agonist	CHRM1 PAM	M1 ag	CHO parental Ca	V1R ag counter
17	CSc1sc(C(=O)NN)c2c1C1(CCC2)SCCS1	-1.2	-5	-10	7	2	4	-3	-7	1.4
18	O=C(NC(CC(=O)N1CCN(c2ccc([N+](=O)[O-])cc2)CC1)c1ccccc1)c1ccccc1Cl (stereo not given)	-2.0	-10	-4	-14	0	9	-13	-14	0.8
19	CCCN1CNC(=S)N(c2ccccc2C)C1	0.3	6	-8	-12	-1	6	-3	10	0.9
20	COc1ccc(/C(N)=N/O)c(OC)c1	0.1	-4	-15	-26	5	12	2	6	0.6
21	S=c1[nH]nc(-c2ccncc2)n1/N=C/c1cccc2ccccc12	0.6	1	/	2	4	/	/	-5	0.0
22	Cc1sc2ncn(CC(=O)NCCCC(=O)N3CCC(C(N)=O)CC3)c(=O)c2c1C	0.8	6	2	2	-2	-1	0	-3	2.7
23	COc1cccc(CN(C)C(=O)c2cc(S(=O)(=O)NC3CCCCC3)ccc2C)c1	3.7	5	6	-8	5	-2	-2	-26	4.0
24	COc1ccc(NC(=O)Nc2ccc3c(c2)C(=O)N([C@H](C)CO)C[C@H](C)[C@@H](CN(C)C(=O)Nc2c(C)noc2C)O3)cc1	0.5	11	-10	2	11	13	-9	-1	0.5

Molecules above that contain an aryl methoxy group (4):
nr	Compound	OXTR ag	TAAR1 antag	CHRM1 antagonist	OXTR potentiator	TAAR1 agonist	CHRM1 PAM	M1 ag	CHO parental Ca	V1R ag counter
5	COc1ccc(C2=NOC(Cn3nc(-c4ccccc4)cc3C(=O)NCc3cccs3)C2)cc1 (stereo not given)	2.0	42	7	-4	12	0	-1	4	3.6
20	COc1ccc(/C(N)=N/O)c(OC)c1	0.1	-4	-15	-26	5	12	2	6	0.6
23	COc1cccc(CN(C)C(=O)c2cc(S(=O)(=O)NC3CCCCC3)ccc2C)c1	3.7	5	6	-8	5	-2	-2	-26	4.0
24	COc1ccc(NC(=O)Nc2ccc3c(c2)C(=O)N([C@H](C)CO)C[C@H](C)[C@@H](CN(C)C(=O)Nc2c(C)noc2C)O3)cc1	0.5	11	-10	2	11	13	-9	-1	0.5

Other entries.
nr	Compound	OXTR ag	TAAR1 antag	CHRM1 antagonist	OXTR potentiator	TAAR1 agonist	CHRM1 PAM	M1 ag	CHO parental Ca	V1R ag counter
25	Cc1cc(C(=O)OCC(=O)c2ccc(Cl)c([N+](=O)[O-])c2)c2cccc(C)c2n1	-0.1	2	-3	-6	-2	-2	-12	-3	-0.2
26	O=S(=O)(CCc1nnc(-c2ccc(Br)cc2)o1)c1ccc(Cl)cc1	0.2	-14	-3	-19	6	2	-3	-5	-0.7
27	CCCCCC(=O)Nc1cc(S(=O)(=O)N2CCOCC2)ccc1Oc1ccc(OCC)cc1	-1.3	-9	-10	1	-1	5	-4	-13	-1.5
28	CN1CCN(C(=O)c2ccc3c(=O)n(Cc4ccc(Cl)cc4)c(=S)[nH]c3c2)CC1	9.6	8	1	-11	16	2	-4	-7	3.7
29	CN1CCN(c2ccc(C(CC(N)=O)NC(=O)c3ccccc3)cc2[N+](=O)[O-])CC1 (stereo not given)	0.1	1	0	0	9	-1	-3	1	0.6
30	COc1ccc(C(=O)C2CCCN(C(=O)c3ccc(CSC)o3)C2)cc1F (stereo not given)	1.2	6	4	-5	6	2	-2	-23	2.4
31	O=C1C2=C(c3ccccc31)[N+](=O)[C@@H]1CCCC[C@@H]1N2[O-]	0.4	-5	-4	-2	1	10	-4	-11	0.1
32	COc1ccc(CNc2nc3ccccc3n2C(C)C)cc1	-0.8	-3	-4	-10	1	-3	-9	-11	-0.1

Following part
nr	Compound	OXTR ag	TAAR1 antag	CHRM1 antagonist	OXTR potentiator	TAAR1 agonist	CHRM1 PAM	M1 ag	CHO parental Ca	V1R ag counter
33	COc1ccccc1/C=N/NC(=O)c1cccc(OC(F)(F)C(F)F)c1	-2.0	22	-10	-5	0	1	-9	-5	-0.8
34	CCOC(=O)c1ccc(N=CC2=C(O)CC(C)(C)CC2=O)cc1	0.5	0	-2	-13	17	5	-1	-8	2.5
35	CNc1ccc(S(=O)(=O)NC)cc1[N+](=O)[O-]	0.6	3	-9	-9	6	13	-2	2	0.3
36	Cc1ccccc1C(=O)Nc1ccc(C(=O)N/N=C/c2ccc(O)c(Br)c2)cc1	-0.7	52*	14	-7	10	-19	-5	-21	-0.7
37	O=C(COc1nnc2ccccn12)N1CCN(S(=O)(=O)c2ccccc2)CC1	1.7	0	-21	-13	3	4	-4	12	1.9
38	CCCOC(=O)C1=C(C)NC2=C(C(=O)CCC2)C1c1cccc(OC)c1OC (stereo not given)	0.9	-13	-5	1	1	7	-2	-2	0.5
39	O=C(Nc1cccc(F)c1)c1cc(S(=O)(=O)N2CCOCC2)ccc1N1CCCC1	-0.4	/	6	-8	/	-4	-7	-7	0.0
40	O=C(O)CCC1COc2ccccc2O1 (stereo not given)	0.2	-10	-8	-5	6	4	-4	-2	-0.8

From compound 38 to 40, copied from above:
nr	Compound	OXTR ag	TAAR1 antag	CHRM1 antagonist	OXTR potentiator	TAAR1 agonist	CHRM1 PAM	M1 ag	CHO parental Ca	V1R ag counter
38	CCCOC(=O)C1=C(C)NC2=C(C(=O)CCC2)C1c1cccc(OC)c1OC (stereo not given)	0.9	-13	-5	1	1	7	-2	-2	0.5
39	O=C(Nc1cccc(F)c1)c1cc(S(=O)(=O)N2CCOCC2)ccc1N1CCCC1	-0.4	/	6	-8	/	-4	-7	-7	0.0
40	O=C(O)CCC1COc2ccccc2O1 (stereo not given)	0.2	-10	-8	-5	6	4	-4	-2	-0.8

Remaining list, next part.
nr	Compound	OXTR ag	TAAR1 antag	CHRM1 antagonist	OXTR potentiator	TAAR1 agonist	CHRM1 PAM	M1 ag	CHO parental Ca	V1R ag counter
41	CCN(CC)S(=O)(=O)c1cc(NC(=O)CCn2[nH]c(=O)ccc2=O)ccc1C	0.3	-8	7	-6	5	6	0	-5	0.2
42	c1nc2nc3c(c(N4CCOCC4)n2n1)CCCC3	-0.2	5	-14	-2	19	9	-2	-9	0.7
43	COC(=O)Cn1c(=NC(=O)CN2C(=O)CCC2=O)sc2cc(S(N)(=O)=O)ccc21	1.1	1	2	6	2	4	-4	-2	0.9
44	CCOC(=O)Cn1c(=O)oc2cc(S(=O)(=O)Nc3ccc(F)cc3)ccc21	36*	44	-2	-10	89*	7	31*	23*	33*
45	Cc1nn(-c2ccc(NC(=O)c3ccncc3)cc2)c(C)c1Cl	/	38	32*	/	19	-20	2	/	/
46	CCc1nc2c(OCC(=O)C(C)(C)C)cccn2c1N(C)C(=O)Nc1ccccc1OC	/	-10	-5	/	3	19	2	/	/
47	CC(c1nc2ccccc2c(=O)[nH]1)N(C)CCOc1ccc(Cl)cc1 (stereo not given)	0.2	-10	8	1	4	0	-2	-25	-0.2

Source: PubChem
